Screens (PubChem BioAssay)
Tau fibril FP: tau fibrillization inhibition (FP). P10636. K18 P301L tau heparin fibrillization, Alexa594 FP, 6 h. Potency, µM (doses to about 57.7 µM), without a hit: at the top dose activity, negative = inhibition, most hits filed as inhibitors. 0.39% of 280,000 active. AID 1468; also: nearly all actives have a fitted effect of over 55% in size
Target sequence (P10636 561-689 P618L limits assumed): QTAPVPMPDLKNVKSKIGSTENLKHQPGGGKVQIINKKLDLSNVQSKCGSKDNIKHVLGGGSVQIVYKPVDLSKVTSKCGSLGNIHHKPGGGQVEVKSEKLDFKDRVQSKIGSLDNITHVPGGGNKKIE
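K18 P301L tau (15 uM unlabeled/0.24 uM Alexa 594-labeled, final) + compound + heparin 20 uM final; 100 mM NaOAc pH 7; 6 hr 37 C; ThT 30 uM final added, 1 hr RT; FP ex 555/em 632 nm.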
Tau fluor cs: counter-screen for tau fibril formation inhibitors | tau K18 P301L Alexa594 fluorescence, heparin fibrillization | Potency, µM (doses to about 57.7 µM), for the others: at the highest dose activity change, negative = decrease | 0.93% of 280,000 active; also: nearly all actives have a fitted effect of over 55% in size
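Human K18 P301L tau (15 uM unlabeled plus 0.24 uM Alexa 594-labeled, final) in 100 mM sodium acetate pH 7 was mixed with compound and 20 uM heparin and incubated 6 hr at 37 C.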
GLA spleen mod: inhibits or activates alpha-galactosidase in human spleen homogenate. human spleen homogenate, 4MU-alpha-Gal fluorescence, 40 min. Potency, µM (doses to about 80 µM), for the others: top-dose activity change, negative = inhibition, actives largely listed as inhibitors. 0.008% of 240,000 active. AID 2107;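 also: 0% = enzyme with vehicle and -100% = no enzyme basal signal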
Target sequence (P06280 32-429 limits assumed): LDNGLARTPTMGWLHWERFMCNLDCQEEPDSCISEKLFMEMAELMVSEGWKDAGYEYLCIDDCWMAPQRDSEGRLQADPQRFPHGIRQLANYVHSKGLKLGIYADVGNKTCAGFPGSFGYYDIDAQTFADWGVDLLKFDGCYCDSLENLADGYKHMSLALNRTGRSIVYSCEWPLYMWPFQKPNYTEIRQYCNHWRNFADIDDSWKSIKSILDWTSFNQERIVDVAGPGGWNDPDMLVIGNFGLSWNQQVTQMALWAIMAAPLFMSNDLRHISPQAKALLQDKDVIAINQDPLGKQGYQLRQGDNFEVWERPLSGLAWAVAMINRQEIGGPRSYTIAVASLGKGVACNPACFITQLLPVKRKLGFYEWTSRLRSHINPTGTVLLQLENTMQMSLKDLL
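Fluorogenic readout (Ex 365/Em 440 nm) of 4-methylumbelliferone released from 1 mM 4-MU-alpha-galactoside by spleen homogenate, 40 min at 37C, pH 5.0. Data normalized to no-enzyme and enzyme controls; Hill-equation AC50 from compound titrations.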
ALDH1A1 inh: ALDH1A1 (human) enzyme inhibition | Potency, µM (highest dose often 75.3 µM), without a hit: top-dose activity, negative = inhibition, hits mostly inhibitors | 7.3% of 220,000 active | P00352 | AID 1030 | Purified ALDH1A1, NADH fluorescence, propionaldehyde substrate; active = well fitted inhibition curve with a large enough effect, not every such curve was filed as active; inconclusive = small, poorly fitted or top-dose-only effect, or another doubt; inactive = no such curve, though single readings can be large or run the other way;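 also: plate controls were no enzyme wells and a reference inhibitor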
Target sequence (P00352 whole entry, looked up): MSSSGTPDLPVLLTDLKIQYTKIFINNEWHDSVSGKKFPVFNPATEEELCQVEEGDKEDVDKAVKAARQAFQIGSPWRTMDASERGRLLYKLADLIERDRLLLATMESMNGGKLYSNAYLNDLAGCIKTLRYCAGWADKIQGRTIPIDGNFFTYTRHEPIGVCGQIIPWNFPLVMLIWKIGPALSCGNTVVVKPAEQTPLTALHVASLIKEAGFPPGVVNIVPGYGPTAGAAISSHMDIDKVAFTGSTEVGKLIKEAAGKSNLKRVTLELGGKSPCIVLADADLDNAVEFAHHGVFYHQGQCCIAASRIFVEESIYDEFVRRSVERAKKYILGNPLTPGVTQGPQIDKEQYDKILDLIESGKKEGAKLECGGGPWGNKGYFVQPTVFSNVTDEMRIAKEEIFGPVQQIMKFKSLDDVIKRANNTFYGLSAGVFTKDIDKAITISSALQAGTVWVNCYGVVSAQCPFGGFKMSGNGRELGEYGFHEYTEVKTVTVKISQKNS
Tau fibril ThT: inhibitors of human tau fibril formation, thioflavin T binding; P10636; recombinant tau K18 P301L (four-repeat tau fragment), heparin-induced fibrillization, ThT fluorescence; Potency, µM (highest dose often 57.4 µM), without a hit: top-dose activity, negative = inhibition, usual class: inhibitors; 2.1% of 270,000 active; also: nearly all actives have a fitted effect of over 55% in size
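Heparin-induced fibrillization of the P301L-mutant K18 repeat-domain fragment of human tau was followed by ThT binding in quantitative high-throughput format.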
TexasRed fluor: counter-screen for TRb-SRC2 inhibitors: fluorescence interference | TRb/SRC2 Texas Red total fluorescence interference | Potency, µM (highest dose often 106 µM), for the others: at the highest dose fluorescence change, negative = quenching | 0.29% of 280,000 active; active = well fitted curve in either direction with a large enough effect; inconclusive = small, poorly fitted or top-dose-only effect
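Flags fluorescent or light-absorbing compounds by total fluorescence, S + 2P, at 555 nm excitation and 632 nm emission. Mixture: 20 nM Texas Red SRC2 peptide, 0.6 uM human TRb LBD, 1 uM T3, 5% DMSO; compound exposure 5 h at ambient temperature.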
TRb-SRC2 inh: disrupts binding of human TR beta to SRC2; AID 1469; P10828; Potency, µM (highest dose often 106 µM), inactives show at the highest dose activity change, negative = inhibition, usual class: inhibitors; 0.065% of 280,000 active; TRbeta-SRC2 peptide binding, fluorescence polarization; receptor liganded with 1 µM T3;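 also: plate controls were bound peptide for no effect and peptide without receptor for full effect; nearly all actives have a fitted effect of over 50% in size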
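Read-out is fluorescence polarization (555 nm excitation, 632 nm emission) of a Texas Red SRC2 coactivator peptide; loss of signal reflects blocked binding to human TRb ligand-binding domain in the presence of 1 uM T3.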
L3MBTL1 block: inhibitors of human L3MBTL1; 0.66% of 230,000 active; Potency, µM (top dose mostly 57.1 µM), for inactives: at the top dose activity, negative = inhibition, most hits filed as inhibitors; Q9Y468; AID 485360; AlphaScreen L3MBTL1–H3K9me1 peptide binding; also: nearly all actives have a fitted effect of over 60% in size
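Displacement of a biotinylated histone H3(1-15) peptide monomethylated at Lys9 (75 nM) from L3MBTL1 (50 nM) was measured by AlphaScreen after a 30 min room-temperature compound incubation; cefsulodin titration served as intraplate control.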
The depositor's hits bear a star; ? = inconclusive; . = not tested or not shown; [ ] = remark or other dose. Unless noted, calls follow the shape of the dose curve; as a rule, active = well fitted curve in the direction sought with a large enough effect; inconclusive = small, poorly fitted or top-dose-only effect, or another doubt; inactive = no such curve, though single readings can be large; an effect the other way counts as inactive or inconclusive. Unless noted, % is scaled to controls: 0 for no effect and ±100 for the full control effect; potency is read from the fitted curve at half-maximal effect.

smiles | Tau fibril FP | Tau fluor cs | GLA spleen mod | ALDH1A1 inh | Tau fibril ThT | TexasRed fluor | TRb-SRC2 inh | L3MBTL1 block
CCn1c(CNc2ccc(Cl)cc2)nnc1SCC(=O)OC1CCCCC1 | 16% | -10% | 4% | ? | -6% | 2% | -9% | 12%
COc1ccc2c(c1)C(=O)[C@@H](OC(=O)NS(=O)(=O)c1ccc(F)cc1)[C@H](c1ccc(OC)c(Br)c1)O2 | -6% | -8% | -15% | -14% | -14% | 0% | 1% | .
CO[C@H]1COC(=O)[C@@H](OCc2ccccc2)/C=C\[C@H](C)[C@@H](OC)COC(=O)[C@H](OCc2ccccc2)/C=C\[C@@H]1C | ? | 5%[11.6 µM] | 7%[17.5 µM] | 11%[13.5 µM] | 0%[11.5 µM] | -18%[11.2 µM] | 1%[11.2 µM] | .
O=C(COC(=O)C1=COCCO1)Nc1cc(S(=O)(=O)N2CCCCC2)ccc1Cl | -1% | -10% | -3% | -2% | -5% | 0% | -2% | -7%
COc1ccc(-n2nc(C(=O)NCC(=O)N3CCN(Cc4ccc5c(c4)OCO5)CC3)c3ccccc3c2=O)cc1OC | 14% | 4% | 1% | ? | 5% | -1% | -4% | -4%
COc1ccccc1N1CCN(/N=C/c2cc([N+](=O)[O-])ccc2Cl)CC1 | 12% | -29% | -2% | 22µM* | -13% | 3% | 3% | -29%
Cc1ccc(-c2csc(N/N=C/C=C/c3ccccc3)n2)cc1 | 15% | ? | -4% | 22µM* | ? | 0% | 8% | -9%
CCCOc1ccc(N2C(=O)CC(NCc3ccc(S(N)(=O)=O)cc3)C2=O)cc1 (stereo unspecified) | 3% | -14% | -10% | ? | -14% | -1% | 14% | 10%
CCOC(=O)Cc1nnc(NC(=O)C(CC)Sc2nc(C)cc(C)n2)s1 (stereo unspecified) | 9% | -4% | -9% | 12% | 4% | 2% | -4% | .
Cc1cc(Cl)cc(Br)c1OCCCNCC(C)O (stereo unspecified) | -3% | -5% | 2% | -4% | 4% | -1% | -2% | -3%
C=CCc1cccc([C@@H]2[C@@H](C)CC[C@H]3C(=O)N4[C@@H](c5cc(OC)c(OC)c(OC)c5)c5[nH]c6ccccc6c5C[C@H]4C(=O)N23)c1 | 1% | ? | 1% | -7% | ? | -2% | 2% | -1%
CC1CCN=C(N)S1 (stereo unspecified) | 8% | 1% | -8% | -4% | -1% | ? | -9% | .
COc1ccc(CN(C(=O)c2ccc(-c3ccccc3)[nH]2)C(C(=O)NCC2CCCO2)c2ccc(C)o2)cc1 (stereo unspecified) | 2% | -13% | 4% | 10µM* | ? | 1% | -10% | -17%
Cc1cc(N2C(=O)C3CC=CCC3C2=O)no1 (stereo unspecified) | -1% | -5% | -3% | 5% | -1% | 1% | -20% | 4%
Cc1ccc(S(=O)(=O)NCC(=O)N(CC(=O)NCC2CCCO2)Cc2ccco2)cc1 (stereo unspecified) | -14% | -18% | -4% | 18µM* | ? | -9% | -2% | ?
CC(C)NC(=O)C1CC=CCC1C(=O)O (stereo unspecified) | 8% | 3% | 6% | 12% | 1% | 1% | 3% | 8%
Cc1ccc(CCc2nnc(SCC(=O)Nc3ccccc3Cl)n2-c2ccccc2)o1 | 3% | 1% | -1% | ? | -12% | -3% | -9% | -10%
O=C1OCc2ccc(NC(=O)C3CCCCC3)cc21 | 4% | -5% | 2% | 0% | -2% | 0% | -1% | .
O=C(Oc1cc(=O)n2ccccc2n1)c1ccccc1 | 18% | 6% | -1% | -12% | ? | -3%[53 µM] | -5%[53 µM] | 11%
O=c1c2cccnc2n(Cc2ccc(Cl)cc2)c(=O)n1Cc1ccc(F)cc1 | -11% | -14% | . | . | 1% | 4% | 1% | .
Cc1[nH]nc(-c2ccc(OCc3cnn(-c4ccccc4)c3)cc2O)c1Oc1ccc(F)cc1 | ? | ? | 0% | -5% | 3% | 24% | 7% | -2%
COC(=O)c1[nH]c2cc(OC)ccc2c1NC(=O)CN1CCC(C(N)=O)(N2CCCCC2)CC1 | 7% | -16% | 0% | -4% | -17% | -1% | 8% | 11%[11.4 µM]
CC1C(O)=C(c2nc3ccccc3[nH]2)C(=N)N1c1ccccc1 (stereo unspecified) | 7% | -17% | 6% | 13% | -17% | 0% | 5% | .
C/C(=N\Nc1cc(Cl)nc(C)n1)c1ccc(Cl)c(Cl)c1 | -11% | -12% | -1% | 1% | 7% | 2% | 10% | 22%
Cn1ncc(C#N)c1NC(=O)C1CC(c2ccc(Cl)cc2)=NO1 (stereo unspecified) | 2% | -3% | -15% | 1% | -3% | -5% | 2% | 4%
COc1ccccc1NC(=O)c1oc2ccccc2c1NC(=O)Cc1cccs1 | ? | ? | . | . | 1% | 1% | -8% | .
O=C(CC1SC(=O)N(c2ccccc2)C1=O)Nc1ccc(Br)cc1 (stereo unspecified) | 4% | -25% | -4% | . | ? | -1% | 2% | -9%
CC1=CC(C)[C@H](/C=N/n2c(=O)[nH]c3c([nH]c4ccc(Br)cc43)c2=O)C(C)C1 (stereo partly specified) | 3% | 0% | 7% | 2% | 5% | -5% | -4% | .
COc1ccc(NC(=O)CCc2ccccc2)cc1NC(=O)c1ccco1 | 9% | -10% | -4% | 6% | -13% | 0% | -16% | .
Cc1oc(-c2cccs2)nc1CN1CC[C@@](O)(c2ccccc2)[C@H]2CCCC[C@@H]21 | -1% | -7% | -2% | -6% | -14% | -2% | 2% | -22%
CCOC(=O)C1C(=O)NC(c2ccccc2)=NC1c1ccc(C(C)C)cc1 (stereo unspecified) | 9% | -5% | 4% | -9% | -3% | 0% | 1% | 6%
O=C(Nn1c(Cc2cccs2)nc2ccccc2c1=O)c1cccs1 | 0% | -3% | 4% | 5% | 6% | 0% | 0% | 7%

Of the compounds above, three contain fluorine:
smiles | Tau fibril FP | Tau fluor cs | GLA spleen mod | ALDH1A1 inh | Tau fibril ThT | TexasRed fluor | TRb-SRC2 inh | L3MBTL1 block
COc1ccc2c(c1)C(=O)[C@@H](OC(=O)NS(=O)(=O)c1ccc(F)cc1)[C@H](c1ccc(OC)c(Br)c1)O2 | -6% | -8% | -15% | -14% | -14% | 0% | 1% | .
O=c1c2cccnc2n(Cc2ccc(Cl)cc2)c(=O)n1Cc1ccc(F)cc1 | -11% | -14% | . | . | 1% | 4% | 1% | .
Cc1[nH]nc(-c2ccc(OCc3cnn(-c4ccccc4)c3)cc2O)c1Oc1ccc(F)cc1 | ? | ? | 0% | -5% | 3% | 24% | 7% | -2%

Following part.
smiles | Tau fibril FP | Tau fluor cs | GLA spleen mod | ALDH1A1 inh | Tau fibril ThT | TexasRed fluor | TRb-SRC2 inh | L3MBTL1 block
CN1C(=S)SC(C)(C)C1(C)NO (stereo unspecified) | -10% | -3% | 4% | ? | -10% | 2% | -12% | 6%
O=C(CNc1ccccc1OC(F)F)N1CCc2ccccc21 | ? | -19% | -7% | ? | ? | -6% | -1% | .
COc1ccc(CCNC(=O)CSCc2nc(-c3cccc(C)c3)oc2C)cc1OC | 3% | -6% | . | . | -14% | -2% | -2% | .
CCOC(=O)C1=C(CSc2nnnn2C)N(C)C(=O)NC1c1ccccc1 (stereo unspecified) | 0% | -10% | -4% | 11% | -5% | -3% | -13% | .
CCOC(=O)c1cc(-c2ccccc2)n(-c2cccc(C(=O)Nc3cccc(C)c3)c2)c1C | -7% | 7% | . | . | 2% | -2% | -7% | .
CO/N=C\[C@@H](OC)[C@H](C)/C=C\CC(=O)OC | -8%[11.6 µM] | -6%[11.6 µM] | 3%[17.5 µM] | -10%[13.5 µM] | -4%[11.5 µM] | 0%[11.2 µM] | -4%[11.2 µM] | .
CCOC(=O)Cc1n[nH]c(=O)c2ccccc12 | 2% | 0% | 2% | 16% | 1% | -1% | 2% | .
O=C(NC1CCCc2ccccc21)C1CCN(C(=O)c2sccc2-n2cccc2)CC1 (stereo unspecified) | 0% | -1% | 0% | 1µM* | ? | -3% | -10% | -12%
CC(=O)NC(=S)Nc1ccccc1C(=O)NC1CCCCC1 | 3% | -8% | 1% | -1% | -6% | -1% | 1% | -3%
CCc1nc(C)cn1S(=O)(=O)c1cc(C)c(OC)cc1C | -5% | -14% | 0% | 10% | -22% | 3% | -1% | .
COC(=O)c1c(NC(=S)NN2CCN(C)CC2)sc2c1CCC(C)C2 (stereo unspecified) | 2% | -7% | -9% | ? | -11% | -1% | -2% | -28%
NNC(=O)c1csc(Cc2c(Cl)sc3ccc(Cl)cc23)n1 | 5% | -5% | 2% | . | -14% | 1% | 14% | ?
O=c1c2ccccc2nc(/C=C/c2ccc3c(c2)OCO3)n1CCCO | 7% | -11% | -2% | -12% | -5% | 0% | -3% | 2%
Cc1ccc(NC2c3ncccc3C(=O)N2C2CCCCC2)cc1C (stereo unspecified) | 10% | -1% | -3% | ? | -3% | 0% | -5% | -15%
CCOC(=O)N1CCC(NC(=O)c2c(C)nn(-c3cccc(C)c3)c2-n2cccc2)CC1 | 4% | -2% | . | . | -7% | 1% | 3% | .
CCOC(=O)CN1C(=O)C(Sc2n[nH]c(-c3ccc(C)cc3)n2)CCc2ccccc21 (stereo unspecified) | 5% | -24% | 11% | 3% | -9% | 2% | 4% | -10%
COc1ccc(OCCc2nnc(N)s2)cc1 | 4% | -1% | 3% | 20% | -4% | 0% | -4% | 1%
CCc1c(C)sc(NC(=O)OC)c1C(=O)N1CCCCC1 | -1% | 1% | 2% | ? | -7% | 11% | -10% | 1%
CC(OC(=O)CCCCCN=C1NS(=O)(=O)c2ccccc21)C(=O)Nc1cc(Cl)cc(Cl)c1 (stereo unspecified) | ? | ? | -18% | 18% | 10% | 3% | -1% | -5%
O=C(CCCCCn1c(=O)c2sccc2n(Cc2ccccc2Cl)c1=O)NCc1ccc2c(c1)OCO2 | -9% | -8% | . | . | -3% | 1% | 1% | .
CC(C)CN(CCNC(=O)CC1Oc2ccccc2NC1=O)CC(C)C (stereo unspecified) | 0% | -8% | -5% | 2% | -7% | 2% | -2% | .
CC(C)C(NC(=O)c1ccco1)C(=O)OCC(=O)Nc1ccc(C(N)=O)cc1 (stereo unspecified) | 2% | 5% | 0% | ? | 6% | -4% | 0% | 0%

An unsorted share of the library. About 8.5% of those tested had a hit in this group.
